H69AR growth 86K = proliferation blockers of H69AR lung cancer cells, primary screen, cell-based, human, 86K library; viability, % at 10 µM; H69AR lung tumor viability, ATP luminescence, 72 h; active compounds read low; 85,000 tested, 6% active; AID 598, 2007;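 active = viability at or below 40%; inactive = viability above 40%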;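 note: multidrug resistant small cell line overexpressing MRP-1 efflux transporter; 100% = mean luminescence of untreated control wells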
PostGolgi yeast = phenotypic screen on post-Golgi transport, primary screen | post-Golgi transport phenotypic cell assay | inhibition, % at 10 µM | 98,000 tested, 0.9% active;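 note: yeast cells grown in 1536-well plates; yeast grown about 18 h at 30C before absorbance read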
S1P2 agonist = S1P2 receptor agonists, primary screen, cell-based | 97,000 tested, 0.46% active | activation, % at 4.5 µM | S1P2-expressing cell line, agonist reporter read-out; in the data active = activation above about 16%;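 note: 0% = vehicle low control and 100% = maximal reference agonist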
Target sequence (O95136 whole entry, looked up): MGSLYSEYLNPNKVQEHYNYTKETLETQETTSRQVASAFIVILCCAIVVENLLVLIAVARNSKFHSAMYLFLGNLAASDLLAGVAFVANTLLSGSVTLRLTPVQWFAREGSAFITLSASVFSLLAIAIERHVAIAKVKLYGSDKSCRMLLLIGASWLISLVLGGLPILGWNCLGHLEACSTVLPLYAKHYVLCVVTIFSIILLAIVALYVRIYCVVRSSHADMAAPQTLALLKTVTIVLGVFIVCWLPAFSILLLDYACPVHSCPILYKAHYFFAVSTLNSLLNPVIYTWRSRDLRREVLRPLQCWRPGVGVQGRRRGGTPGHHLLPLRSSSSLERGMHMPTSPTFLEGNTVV
PostGolgi ctrl = growth inhibition of yeast control strain, primary screen, counter-screen for post-Golgi transport modulator project. inhibition, % at 10 µM. AID 738, 2007. 98,000 tested, 5% active. efflux-deficient yeast background strain, growth absorbance A615, 16 h
Fibroblast inh = antiproliferative effect on LL 47 fibroblasts – human, LL 47 cells, CellTiter-Glo luminescence, primary screen; LL 47 human lung fibroblast viability, ATP luminescence; active compounds read low; viability, % at 10 µM; 85,000 tested, 1.1% active;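 active = viability at or below 50% in the single dose screen; inactive = viability above 50%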;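 note: compound exposure lasted 72 h before the ATP readout; 100% = median luminescence of untreated cell-only wells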
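Material: Human LL 47 lung fibroblast cells | Input: 1,150 cells/well | Buffer or medium: IMEM plus 15% FBS | Compound dosing: 0.1% DMSO in all compound wells | Times: Overnight cell rest, 72 h compound treatment at 37 °C | Signal: CellTiter-Glo luminescence measuring cellular ATP | Measure: % viability versus median cells-only luminescence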
HUVEC inhibit = inhibitors of HUVEC proliferation, primary screen, cell-based, 384-well. CellTiter-Glo luminescence, 72 h; active compounds read low. viability, % at 10 µM (by protocol). 86,000 tested, 1.1% active;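 active = viability at or below 30%; inactive = viability above 30%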;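 note: 100% = median luminescence of DMSO-only cell control wells on each plate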
hDAT+cocaine = changed hDAT dopamine uptake under cocaine IC80, either direction, primary screen, cocaine antagonist project, cell-based, LLC-PK1 hDAT, [14C]-dopamine uptake, MLSMR; LLC-PK1 hDAT cells, [14C]-dopamine uptake with cocaine IC80; actives deviate in either direction; B-score at 10 µM; 110,000 tested, 1.3% active; AID 449768, 2010;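 active = Z score or B-score, a plate-position-corrected score, falls beyond the plate's 99.7% confidence bounds, in either direction; inactive = both scores lie inside the 99.7% bounds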;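 note: scored against the spread of the other compound wells on the same plate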
Target sequence (Q01959 whole entry, looked up): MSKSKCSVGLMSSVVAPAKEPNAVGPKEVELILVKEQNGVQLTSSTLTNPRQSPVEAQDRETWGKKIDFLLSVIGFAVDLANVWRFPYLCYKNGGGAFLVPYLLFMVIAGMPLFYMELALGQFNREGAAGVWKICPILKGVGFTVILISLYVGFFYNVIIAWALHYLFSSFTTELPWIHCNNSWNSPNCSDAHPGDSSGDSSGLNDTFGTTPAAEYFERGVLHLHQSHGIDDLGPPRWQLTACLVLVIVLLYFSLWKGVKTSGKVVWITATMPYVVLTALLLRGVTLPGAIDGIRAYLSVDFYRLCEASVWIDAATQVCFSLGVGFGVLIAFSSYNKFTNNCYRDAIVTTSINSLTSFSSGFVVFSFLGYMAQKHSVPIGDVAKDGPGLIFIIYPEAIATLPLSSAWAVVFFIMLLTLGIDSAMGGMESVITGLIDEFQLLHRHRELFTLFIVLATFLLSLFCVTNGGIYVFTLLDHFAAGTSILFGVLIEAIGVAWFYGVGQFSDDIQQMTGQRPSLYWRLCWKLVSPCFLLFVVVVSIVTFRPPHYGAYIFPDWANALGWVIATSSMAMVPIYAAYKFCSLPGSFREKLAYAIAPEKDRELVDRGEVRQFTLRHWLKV
E coli WT exp = growth inhibitors of wild-type E. coli, primary screen, strain BW25113, expanded library, OD600 | growth inhibition, % at 100 µM | AID 710, 2007 | OD600 absorbance | 98,000 tested, 0.15% active;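 active = growth inhibition above about 50% at one test dose, limit read from the data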;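 note: growth measured after 20 h incubation at 37 °C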
S1P2 blocker = human S1P2 receptor antagonists, primary screen, cell-based | AID 736, 2007 | Sphingosine 1-phosphate receptor 2 (Homo sapiens), O95136 | inhibition, % at 5 µM | cell-based S1P2 antagonist assay, inhibition at 5 uM | 97,000 tested, 0.21% active; in the data active = inhibition above about 45%;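 note: CRE beta-lactamase reporter cells expressing human S1P2 stimulated with S1P; 0% = agonist at EC80 alone and 100% = agonist plus reference antagonist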
* hit, by the source's call; . = no result given. Cut-off read from the data, not from the text of the source, unless noted: active = inhibition above about 30%; inactive = the rest.

structure | H69AR growth 86K | PostGolgi yeast | S1P2 agonist | PostGolgi ctrl | Fibroblast inh | HUVEC inhibit | hDAT+cocaine | E coli WT exp | S1P2 blocker
O=C1CC(c2ccccc2)n2nc(N3C(=O)CCC3=O)nc2N1 (configuration not stated) | 92 | -4 | -6 | 10 | 96 | 87 | -1 | 4 | 2
O=C(O)C1CC(O)CN1C(=O)c1ccco1 (configuration not stated) | . | 4 | -3 | 8 | . | . | 0.047 | -1 | 17
O=C1CCCC/C1=C/Nc1ccc2c(c1)OCO2 | 95 | 18 | -7 | 4 | 105 | 95 | -0.71 | 1 | 21
CCOc1cc(CNc2ccc(N(C)C)cc2)cc(Br)c1OCC(=O)NC(C)(C)C | . | -14 | -3 | 14 | . | . | 0.24 | -2 | -11
C/C(Cl)=C\Cn1c(N2CCCCCC2)nc2c1c(=O)n(C)c(=O)n2C | 40 | -6 | -2 | 25 | 96 | 92 | -0.36 | -2 | -11
CCOc1cc(-c2c(C)c(CC)nc(N)c2C#N)ccc1O | 36* | -5 | . | 10 | 96 | 92 | 0.61 | 7 | .
CCCCn1c(SCC(=O)NCCc2ccc(OC)c(OC)c2)nc2c1c(=O)n(C)c(=O)n2C | 87 | 16 | -12 | 2 | 97 | 103 | -0.0049 | -1 | 13
CC1(C)CC(=O)C2=C(C1)Nc1[nH]c(=S)[nH]c(=O)c1C2c1ccccc1 (configuration not stated) | . | 3 | 0 | 6 | . | . | -1.7 | -3 | 8
CCOC(=O)c1nc(NCc2cccnc2)c2ccccc2n1 | 90 | -3 | -2 | 2 | 103 | 92 | -0.45 | 4 | -1
O=C(CSc1n[nH]c(=O)[nH]c1=O)c1ccccc1 | 87 | -8 | -8 | -7 | 99 | 92 | 0.13 | -12 | -10
COc1ccc(C(=O)Nc2ccc(OC)c(OC)c2)cc1 | 89 | 3 | -1 | 2 | 102 | 88 | 0.35 | -5 | 13
C=CCn1c(CCNC(=O)c2cccs2)nnc1SCC(=O)Nc1cccc(C(C)=O)c1 | 84 | -5 | 0 | 3 | 95 | 93 | 0.03 | 5 | 0
CCOc1ccccc1-c1nc2c([nH]1)c(=O)n(C)c(=O)n2C | 86 | 0 | 4 | 13 | 92 | 85 | 1.6 | 3 | -6
Cc1ccc(NC(=O)c2cc(N(C)C)ccc2[P+](=O)O)cc1 | 92 | 0 | -7 | 6 | 129 | 93 | 0.11 | -9 | 24
COc1cc(NC(=O)C2CC(=O)NC3=C2C(=O)CCC3)c(OC)cc1Cl (configuration not stated) | 86 | 0 | -6 | 2 | 94 | 106 | 1.4 | 6 | -17
COc1cc(NC(=O)C2CC(c3cccc(OC)c3OC)=NO2)cc(OC)c1OC (configuration not stated) | 41 | -3 | -5 | 7 | 100 | 79 | 1.7 | 2 | -16
Cc1ccc(C)c(OCC(=O)NCCN(C)C)c1 | 105 | 3 | -4 | 9 | 98 | 93 | 0.15 | 10 | -1
CCCCN(CC)CCCNC(=O)c1cc2cc3ccc(OC)cc3nc2o1 | 56 | 7 | -7 | 46* | 103 | 100 | 0.025 | 2 | 9
N#Cc1c(-c2ccccc2Cl)cc(C2CC2)nc1N | 86 | 6 | -5 | 16 | 97 | 103 | -0.63 | -8 | -2
Cc1ccc(C(=O)C2=C(O)C(=O)N(CCCN3CCOCC3)C23C(=O)N(C)c2ccccc23)o1 (configuration not stated) | 83 | -7 | -8 | -2 | 104 | 98 | 0.039 | -2 | 8

In the list so far, three have an NH in an aromatic ring:
structure | H69AR growth 86K | PostGolgi yeast | S1P2 agonist | PostGolgi ctrl | Fibroblast inh | HUVEC inhibit | hDAT+cocaine | E coli WT exp | S1P2 blocker
CC1(C)CC(=O)C2=C(C1)Nc1[nH]c(=S)[nH]c(=O)c1C2c1ccccc1 (configuration not stated) | . | 3 | 0 | 6 | . | . | -1.7 | -3 | 8
O=C(CSc1n[nH]c(=O)[nH]c1=O)c1ccccc1 | 87 | -8 | -8 | -7 | 99 | 92 | 0.13 | -12 | -10
CCOc1ccccc1-c1nc2c([nH]1)c(=O)n(C)c(=O)n2C | 86 | 0 | 4 | 13 | 92 | 85 | 1.6 | 3 | -6

The listing continues.
structure | H69AR growth 86K | PostGolgi yeast | S1P2 agonist | PostGolgi ctrl | Fibroblast inh | HUVEC inhibit | hDAT+cocaine | E coli WT exp | S1P2 blocker
Cn1c(Cl)c(/C=N/OC(=O)c2ccc(Cl)cc2)c2ccccc21 | . | 22 | -7 | 0 | . | . | -1.3 | -8 | 10
COc1ccc(C2Nc3ccc4ccccc4c3-c3c2c(=O)oc2ccccc32)cc1 (configuration not stated) | . | -5 | 11 | 11 | . | . | 1.5 | -14 | 0
COC(=O)c1cc(OC)c(OC)cc1NC(=S)N1CCCC(CO)C1 (configuration not stated) | 91 | 0 | -1 | 11 | 97 | 102 | -0.89 | 1 | -10
COCc1cc(C)nc(Nc2ccc(C)c(C)c2)c1C#N | 101 | 2 | -4 | 1 | 99 | 102 | 0.37 | -4 | 8
Cn1nc(-c2ccccc2)c(-c2nc(-c3cccc(Cl)c3)no2)c1Cl | 53 | -1 | -7 | 7 | 93 | 81 | -0.55 | -5 | -16
Cc1cccnc1NC(=O)C12CCC(C)(C(=O)O1)C2(C)C (configuration not stated) | 89 | -6 | -5 | 2 | 98 | 102 | -0.3 | 5 | 16
Cc1cccc(N2CCN(C(=O)c3c(C)nn(Cc4ccccc4Cl)c3C)CC2)c1C | 49 | -3 | -4 | 38* | 96 | 58 | -0.22 | -18 | 5
Sc1oc(-c2ccccc2)cc1C=Nc1ccccc1 | 26* | -5 | 2 | 5 | 103 | 69 | 0.55 | -4 | -12
CC1C(c2ccccc2)=[N+]([O-])C2(CCCCC2)N1O (configuration not stated) | 87 | -1 | -8 | -4 | 102 | 94 | -0.39 | 5 | -1
COc1ccc2oc(C(=O)OCC(=O)c3ccc4c(c3)OCCO4)c(C)c2c1 | 98 | 1 | -3 | -6 | 101 | 120 | -1.5 | -12 | 17
NS(=O)(=O)c1ccc(NC(=O)Cn2ncc3c2-c2ccccc2OC3)cc1 | . | 2 | 1 | 1 | . | . | -1.3 | 0 | 14
CC(C)c1nnc(NC(=O)CN2C(=O)c3ccccc3C2=O)s1 | . | -1 | -3 | -4 | . | . | -0.057 | 5 | 5
CCN(Cc1ccccc1)C(c1cc2cc(C)cc(C)c2[nH]c1=O)c1nnnn1CCOC (configuration not stated) | 78 | 4 | -5 | 3 | 97 | 90 | -0.12 | -6 | 6
CCN1C(=O)C(CC(=O)N2CCN(C(c3ccccc3)c3ccccc3)CC2)N(CC)C1=O (configuration not stated) | 89 | -6 | -6 | 15 | 96 | 87 | -0.032 | 2 | 2
COc1cc(-c2nnc(COC(=O)C3c4ccccc4Oc4ccccc43)o2)cc(OC)c1OC | 100 | 29 | 1 | 28 | 94 | 111 | 0.026 | -13 | -20
Cc1ccc(NC(=O)CCN2C(=O)CSC2=O)cc1 | 99 | . | -9 | . | 102 | 92 | 0.66 | . | 6
CCC(C)(C)NC(=O)C(OC(=O)c1ccco1)c1ccccc1OC (configuration not stated) | 93 | 2 | -8 | 4 | 95 | 94 | -0.43 | 3 | 11
O=C(O)COc1cccc(NC(=O)c2ccccc2)c1 | 92 | . | . | . | 103 | 95 | 0.28 | . | .
O=C(Nn1cnnc1)c1csc2ccccc12 | 95 | -14 | 0 | -7 | 99 | 78 | -0.68 | -5 | -16
O=C(CNC(=O)Cn1cnc2sc3c(c2c1=O)CCCC3)NCc1ccccn1 | 99 | 14 | -2 | 1 | . | 92 | 1.1 | 2 | 16
O=C(Nc1ccccc1)c1ccccc1CCc1ccccc1 | . | -6 | -9 | 5 | . | . | 0.26 | -12 | -8
CC(=O)OC(C(=O)NC1CCCCC1)c1ccccc1 (configuration not stated) | 92 | 20 | 1 | 12 | 103 | 96 | -1.2 | 3 | -9
O=C1CCC(=O)N1CCC(c1ccc(F)cc1)c1ccco1 (configuration not stated) | 85 | 4 | 0 | 4 | 95 | 90 | -0.39 | -5 | 8
C/C(=C\C(=O)c1ccccc1)Nc1ccc(N2CCOCC2)cc1 | 90 | 6 | -1 | 1 | 105 | 111 | -0.094 | -5 | -9
COC(=O)c1ccc(CSc2nnc(NC(=O)C3CCCO3)s2)cc1 (configuration not stated) | . | 3 | -1 | 4 | . | . | 0.17 | -5 | -5
Cc1onc(-c2c(F)cccc2Cl)c1C(=O)Nc1cccc(Cn2cccn2)c1 | 84 | -8 | -6 | -3 | 97 | 86 | 2 | 4 | -12
CCOCCCNc1nc2ccccc2[nH]1 | 76 | 5 | -4 | 1 | 95 | 93 | -0.87 | 10 | 19
O=C(Nc1cc(=O)[nH]c2ncnn12)c1ccccc1Cl | 90 | 4 | -1 | 13 | 107 | 104 | -0.19 | -18 | -13
O=C(NC(=S)NNC(=O)c1ccccc1[N+](=O)[O-])c1ccccc1 | 79 | . | -7 | . | 88 | 64 | -0.29 | . | 5
CCOc1cc(C2CC(=O)Nc3cc(C)c(C)cc32)ccc1O (configuration not stated) | 94 | 14 | -4 | 9 | 96 | 102 | 0.16 | -1 | -12
COc1cnc(-c2ccccc2)nc1Oc1cccc(C)c1C | . | -3 | -7 | 17 | . | . | 0.43 | -1 | 4
CCn1c(SC)nc2c(c1=O)SC(C)C2 (configuration not stated) | 104 | -6 | . | -4 | 95 | 108 | -0.93 | 2 | .
Cc1nnc(C)n1/N=C/c1cc(Br)ccc1O | . | 3 | -4 | -1 | . | . | 0.97 | 8 | 11
Cc1ccc(S(=O)(=O)N=Nc2c(O)[nH]c3ccccc23)cc1C | 106 | 12 | -3 | 10 | 103 | 94 | 1 | 3 | 4
COc1cccc2cc(C(=O)N(C)C)c(=O)oc12 | 89 | 2 | -4 | 5 | 97 | 94 | 0.36 | -15 | -8
CCCC(C)NS(=O)(=O)c1ccc(OC)c(C)c1 (configuration not stated) | 96 | 1 | -3 | 11 | 112 | 111 | -0.0075 | 3 | -8
CCOC(=O)C(Sc1ncnc2c1sc1nc(N3CCOCC3)c3c(c12)CCCC3)c1ccccc1 (configuration not stated) | . | -2 | -2 | 7 | . | . | 1.5 | -26 | -11
Cc1cc2c(cc1C)NC(CC(=O)NCc1ccccc1)C(=O)N2 (configuration not stated) | 82 | -4 | . | -1 | 104 | 90 | -0.58 | -6 | .
Cc1ccccc1NC(=O)c1cc(S(=O)(=O)N2CCCCC2)cs1 | 102 | 7 | -1 | 23 | 105 | 102 | -0.39 | -9 | 3
O=C(c1cc(NC(=O)C23CC4CC(CC(C4)C2)C3)cc(NC(=O)C23CC4CC(CC(C4)C2)C3)c1)N1CCCCC1 | 95 | . | -11 | . | 93 | 97 | 0.47 | . | 74*
COc1ccc2nc(NC(=O)Cc3ccc(OC)c(S(=O)(=O)N4CCOCC4)c3)sc2c1 | 57 | -3 | -10 | -2 | 89 | 93 | 1.3 | -6 | 8
CCOC(=O)N1CCN(CC(O)COc2c(OC)cccc2OC)CC1 (configuration not stated) | . | -6 | -1 | 12 | . | . | 1.4 | 12 | -13

S1P2 blocker: what is marked active above.
| Structure | PostGolgi yeast | S1P2 agonist | hDAT+cocaine | S1P2 blocker |
| --- | --- | --- | --- | --- |
| O=C(c1cc(NC(=O)C23CC4CC(CC(C4)C2)C3)cc(NC(=O)C23CC4CC(CC(C4)C2)C3)c1)N1CCCCC1 | . | -11 | 0.47 | 74* |

Bioassay records: PubChem BioAssay, several laboratories
